RECQ1 helicase – RECQ1 (human) helicase inhibition. 240,000 tested, 0.54% active. Potency, µM (doses to about 57.3 µM), for inactives: top-dose activity, negative = inhibition, most hits filed as inhibitors. AID 2549. RECQ1 DNA unwinding, red fluorescence kinetic read;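 further: plate controls were vehicle for no effect and no enzyme for full effect; nearly all actives have a fitted effect of over 30% in size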
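50 nM RECQ1T1 preincubated 15 min with compound in Tris pH 8.0 buffer with MgCl2, DTT, Tween-20 and 2.5 ug/ml poly(dI-dC); started with 200 nM TAMRA/BHQ-2 forked duplex and 2 mM ATP. Unwinding read as fluorescence (525/598 nm), two reads 2 h apart.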
TexasRed fluor – Texas Red fluorescence interference in TRb-SRC2 counter-screen; TRb/SRC2 Texas Red total fluorescence interference; Potency, µM (series often up to 106 µM), for the others: at the highest dose fluorescence change, negative = quenching; 280,000 tested, 0.29% active; AID 1479; active means well fitted curve in either direction with a large enough effect; inconclusive means small, poorly fitted or top-dose-only effect; further: on the % scale 0 is the no-effect control and ±100 the full control effect
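Human TRb ligand-binding domain at 0.6 uM with 20 nM Texas Red SRC2 peptide in Tris buffer containing 1 uM T3 and 5% DMSO, incubated with compound 5 h at ambient temperature. Total fluorescence (555/632 nm) calculated as parallel + 2 × perpendicular.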
Tau fibril ThT – inhibitors of human tau fibril formation, thioflavin T binding; Potency, µM (top dose mostly 57.4 µM), for the others: at the highest dose activity, negative = inhibition, most hits filed as inhibitors; 270,000 tested, 2.1% active; recombinant tau K18 P301L, heparin-induced fibrillization, ThT fluorescence; AID 1460; P10636; further: on the % scale 0 is the no-effect control and ±100 the full control effect; nearly all actives have a fitted effect of over 55% in size
Target sequence (P10636 561-689 P618L limits assumed): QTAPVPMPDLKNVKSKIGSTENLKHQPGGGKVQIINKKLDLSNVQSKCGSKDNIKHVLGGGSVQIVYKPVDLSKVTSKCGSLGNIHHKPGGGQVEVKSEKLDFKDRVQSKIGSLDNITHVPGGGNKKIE
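Tau K18 P301L fragment (15 uM unlabeled plus 0.24 uM Alexa 594-labeled) in 100 mM sodium acetate pH 7 with compound, fibrillization induced by 20 uM heparin for 6 hr at 37 C. Thioflavin T (30 uM) added, fluorescence read after 1 hr (ex 450, em 510 nm).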
Tau FP inhib – inhibitors of human tau fibril formation; P10636; K18 P301L tau heparin fibrillization, Alexa594 FP, 6 h; Potency, µM (top dose mostly 57.7 µM), for the others: at the top dose activity, negative = inhibition, usual class: inhibitors; 280,000 tested, 0.39% active; AID 1468; further: on the % scale 0 is the no-effect control and ±100 the full control effect; nearly all actives have a fitted effect of over 55% in size
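Compound effects on tau fibrillization are measured by Alexa 594 fluorescence polarization (ex 555, em 632 nm). K18 P301L tau is used at 15 uM with 0.24 uM labeled tracer, and 20 uM heparin induces aggregation over 6 hr at 37 C.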
HTT cytoprotect – Huntington cell model cytoprotection by ATP luminescence; PC12 HTT-Q103 induced, cytoprotection, ATP luminescence, 40 h; Potency, µM (doses to about 56.4 µM), inactives show cytoprotection (ATP increase), most hits filed as activators; 230,000 tested, 0.14% active;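 further: % of control where 0% means no effect; nearly all actives have a fitted effect of over 45% in size; toxic huntingtin expression switched on by the ecdysone agonist tebufenozide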
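Rat PC12, Q103 Htt exon1-GFP fusion, ecdysone promoter; tebufenozide inducer 100 nM final; compound titration; qHTS, 1500 cells/well; ATPlite luminescent read.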
TRb-SRC2 inh – disrupts binding of human TR beta to SRC2 | TRbeta-SRC2 peptide binding, fluorescence polarization; receptor liganded with 1 µM T3 | Potency, µM (top dose mostly 106 µM), inactives show at the top dose activity change, negative = inhibition, actives largely listed as inhibitors | 280,000 tested, 0.065% active | AID 1469;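 further: plate controls were bound peptide for no effect and peptide without receptor for full effect; nearly all actives have a fitted effect of over 50% in size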
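TRb LBD 0.6 uM + Texas Red SRC2 peptide 20 nM, 1 uM T3, Tris buffer w/ 5% DMSO; compound pinned, 5 h RT; FP read ex 555/em 632; normalized to unbound and bound controls.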
Tau fluor cs – counter-screen for tau fibril formation inhibitors; tau K18 P301L (four-repeat tau fragment) Alexa594 fluorescence, heparin fibrillization; Potency, µM (titrated, usually from 57.7 µM), without a hit: top-dose activity change, negative = decrease; 280,000 tested, 0.93% active; AID 1463; further: on the % scale 0 is the no-effect control and ±100 the full control effect; nearly all actives have a fitted effect of over 55% in size
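Human K18 P301L tau (15 uM unlabeled plus 0.24 uM Alexa 594-labeled, final) in 100 mM sodium acetate pH 7 was mixed with compound and 20 uM heparin and incubated 6 hr at 37 C.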
L3MBTL1 block – inhibitors of human L3MBTL1. Q9Y468. AlphaScreen L3MBTL1–H3K9me1 peptide binding. Potency, µM (top dose mostly 57.1 µM), for the others: at the top dose activity, negative = inhibition, usual class: inhibitors. 230,000 tested, 0.66% active; further: on the % scale 0 is the no-effect control and ±100 the full control effect; nearly all actives have a fitted effect of over 60% in size
Target sequence (Q9Y468 whole entry, looked up): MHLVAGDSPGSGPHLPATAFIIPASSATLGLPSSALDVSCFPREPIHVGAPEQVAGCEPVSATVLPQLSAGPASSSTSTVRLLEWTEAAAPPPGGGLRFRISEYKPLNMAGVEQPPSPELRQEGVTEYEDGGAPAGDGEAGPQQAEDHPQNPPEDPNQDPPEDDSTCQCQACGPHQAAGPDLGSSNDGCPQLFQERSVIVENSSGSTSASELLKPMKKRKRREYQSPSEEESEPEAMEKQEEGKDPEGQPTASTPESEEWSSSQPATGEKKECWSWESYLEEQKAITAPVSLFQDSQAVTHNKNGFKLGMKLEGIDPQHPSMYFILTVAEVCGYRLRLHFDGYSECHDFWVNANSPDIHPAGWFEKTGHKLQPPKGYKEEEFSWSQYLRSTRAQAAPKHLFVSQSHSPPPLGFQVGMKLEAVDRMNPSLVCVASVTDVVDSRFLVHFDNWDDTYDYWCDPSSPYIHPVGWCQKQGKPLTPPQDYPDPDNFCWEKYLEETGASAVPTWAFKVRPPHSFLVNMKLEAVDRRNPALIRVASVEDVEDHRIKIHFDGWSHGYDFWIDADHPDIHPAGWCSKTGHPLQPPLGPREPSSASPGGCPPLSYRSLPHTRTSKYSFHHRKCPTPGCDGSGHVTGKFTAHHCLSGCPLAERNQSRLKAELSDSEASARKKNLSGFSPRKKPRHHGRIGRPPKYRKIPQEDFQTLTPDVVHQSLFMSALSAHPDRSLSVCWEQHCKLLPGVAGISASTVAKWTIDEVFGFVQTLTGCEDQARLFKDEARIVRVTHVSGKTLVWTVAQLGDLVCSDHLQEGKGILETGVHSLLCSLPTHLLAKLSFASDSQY
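Displacement of a biotinylated histone H3(1-15) peptide monomethylated at Lys9 (75 nM) from L3MBTL1 (50 nM) was measured by AlphaScreen after a 30 min room-temperature compound incubation; cefsulodin titration served as intraplate control.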
The depositor's hits bear a star; i = inactive; ? = inconclusive; · = not tested or not shown; & = joins results of further samples; [ ] = remark or other dose. Unless noted, the call rests on the fitted dose curve; in most records, active means well fitted curve in the direction sought with a large enough effect; inconclusive means small, poorly fitted or top-dose-only effect, or another doubt; inactive means no such curve, though single readings can be large; an effect the other way counts as inactive or inconclusive. Potency means the concentration at half of the fitted maximal effect. Not all compounds are listed (hit frequency here may not be typical).

SMILES	RECQ1 helicase	TexasRed fluor	Tau fibril ThT	Tau FP inhib	HTT cytoprotect	TRb-SRC2 inh	Tau fluor cs	L3MBTL1 block
O=S(=O)(Nc1nc2ccccc2nc1NCc1ccco1)c1ccccc1	-9%	-3%	-18%	5%	15%[0.074 µM]	-21%	-11%	7%[11.4 µM]
CC(C)Oc1ccc(/C(O)=C2/C(=O)C(=O)N(CCN(C)C)C2c2ccco2)cc1 (configuration not stated)	-6%	-1%	-23%	-3%	-34%	5%	-13%	·
N#Cc1ccccc1NC(=O)COC(=O)COc1ccccc1[N+](=O)[O-]	-16%	-1%	-8%	3%	-21%	5%	0%	-5%
COc1cc2nc(Cl)nc(N3CCCCC3)c2cc1OC	-2%	-1%	-10%	4%	-9%	-1%	-9%	·
CS(=O)(=O)N1CCN(c2c(Cl)cccc2[N+](=O)[O-])CC1	1%	-1%	-8%	-7%	-16%	0%	-13%	-3%
Cc1cc(C(=O)N2CCOCC2)ccc1[N+](=O)[O-]	20%	-6%	-9%	-4%	-15%[10 µM]	-2%	-5%	0%
COc1ccc(NC(=O)CCc2nc3ccccc3[nH]2)cc1	1%	-11%	-6%	6%	-3%	-2%	0%	·
CN1CCN(CCCNC(=S)Nc2ccc(F)c(Cl)c2)CC1	i	0%	-6%	-11%	-26%	-7%	-10%	·
COc1ccccc1-c1ccc(/C=C2/C=C(CC(C)C)OC2=O)o1	?	3%	8.9µM*	3%	·	1%	-27%	?
CCS(=O)(=O)Nc1ccc(-c2nnc(SCC(=O)c3ccc(NC(C)=O)c(OC)c3)o2)cc1	i	-6%	-1%	5%	-41%[10 µM]	-5%	3%	5%
Cc1nc2c3c(sc2c(=O)[nH]1)NC(=O)CC3c1ccccc1Cl (configuration not stated)	-8%	-2%	·	2%	-13%[10 µM]	2%	17%	·
CN(c1ccc(C(=O)NCCC2=CCCCC2)cc1)S(C)(=O)=O	0%	0%	-5%	5%	-29%	-10%	-1%	·
COc1cccc(NC(=O)c2ccc(CNS(=O)(=O)c3ccc4c(c3)C(C)(C)C(=O)N4C)cc2)c1	·	-1%	-1%	-8%	·	2%	?	·
Cc1ccc(C(=O)NNC2=NCCC2)cc1	i	-1%	1%	6%	-2%	3%	1%	·
Cc1ccc(C2C3C(=O)N(c4ccc(C)cc4)C(=O)C3N3CCCN23)cc1 (configuration not stated)	-11%	0%	·	7%	-21%[10 µM]	-4%	-13%	·
O=C(Nc1ccn(Cc2ccccc2)n1)c1ccc2c(c1)OCO2	i	-2%	0%	-2%	-132%[inhibitor]	-4%	0%	-6%[11.4 µM]
COc1cccc(C(=O)Cn2c(Br)nc3c2c(=O)n(C)c(=O)n3C)c1	-2%	1%	-9%	-5%	-24%	8%	-3%	0%
COC(=O)c1c(NC(=O)c2cccc([N+](=O)[O-])c2)sc(C(N)=O)c1C	i	-1%	?	6%	?	0%	-19%	0%
CCCc1c(OCCCOc2ccc(OCC(=O)O)cc2)ccc(C(C)=O)c1O	-12%	-1%	?	6%	7%[1.9 µM]	-1%	-8%	-3%
COc1cc(/C=N/Nc2nc3ccccc3s2)ccc1OC(=O)c1ccccc1F	0%	8%	?	12%	5%[1.9 µM]	-1%	7.1µM*[quencher]	-1%
Cc1ccc(NC(=O)c2ccc(=O)n(CC(=O)Nc3cccc(C)c3)n2)cc1	·	-1%	-7%	-4%	·	-1%	-10%	·
Nc1nc(C(F)(F)F)cc(=O)n1N	i	0%	0%	3%	15%	5%	5%	14%
Cc1nn(-c2ccccc2)c(Cl)c1/C=N\NC(=O)c1cncc(Br)c1	1%	0%	?	-5%	18%[10 µM]	0%	-29%	0%
CCCNC(=O)NC(=O)CSc1nc(C)cs1	0%	-1%	6%	5%	-8%	-4%	6%	4%
Cc1ccc(S(=O)(=O)N(C)C)cc1NC(=O)COC(=O)CCC(=O)c1ccc(F)cc1	0%	4%	-3%	-2%	20%[10 µM]	1%	-8%	4%

Compounds above that have an aryl thioether with sulfur outside any ring (2):
SMILES	RECQ1 helicase	TexasRed fluor	Tau fibril ThT	Tau FP inhib	HTT cytoprotect	TRb-SRC2 inh	Tau fluor cs	L3MBTL1 block
CCS(=O)(=O)Nc1ccc(-c2nnc(SCC(=O)c3ccc(NC(C)=O)c(OC)c3)o2)cc1	i	-6%	-1%	5%	-41%[10 µM]	-5%	3%	5%
CCCNC(=O)NC(=O)CSc1nc(C)cs1	0%	-1%	6%	5%	-8%	-4%	6%	4%

Remaining list, next part:
SMILES	RECQ1 helicase	TexasRed fluor	Tau fibril ThT	Tau FP inhib	HTT cytoprotect	TRb-SRC2 inh	Tau fluor cs	L3MBTL1 block
COc1ccc(-n2c(CC3C(=O)N(C)c4ccc(C)cc43)nc3ccccc3c2=O)cc1 (configuration not stated)	·	0%	-15%	0%	·	2%	-7%	·
CCOC(=O)N1CCN(C(=O)c2cn(CC)c3ccc(S(=O)(=O)N4CCCCC4)cc3c2=O)CC1	i	0%	-6%	-2%	-20%	0%	-7%	·
COc1ccc(Nc2ccccc2N)cc1	22µM*	?	?	?	-40%[inhibitor]	1%	-23%	-7%
Cc1cc(-c2ccc(S(=O)(=O)Nc3ccc(Cl)cc3)cc2)on1	·	-7%	6%	?	·	2%	?	·
C#CCNC(=O)C1=C[C@@H](C(C)(C)C)C[C@@H](OCc2ccc(CO)cc2)O1	i	2%	-1%	-2%	9%[10 µM]	1%	-5%	4%
O=C(Nc1cccc(-c2nnc(-c3ccccc3)o2)c1)C1CCCCC1	2%	0%	-13%	0%	-19%[10 µM]	2%	-5%	?
O=C(NCCNCc1cccs1)c1ccccc1F	11%	-2%	-4%	-5%	14%[10 µM]	8%	-4%	-1%
Cc1ccc(C(=O)O)cc1Nc1nc2ccccc2n2nnnc12	·	-2%	?	11%	·	-3%	?	·
Cc1ccc(N=C2NC(=O)CS2)cc1	-5%	-2%	-4%	10%	-4%	-1%	8%	·
CCOC(=O)c1ccccc1NS(=O)(=O)c1ccc(S(=O)(=O)N2CCCC2)cc1	-3%	0%	-12%	-13%	19%[10 µM]	-8%	?	·
Cc1nc(CNC(=O)CC2C(=O)NCCN2Cc2cccc(Oc3ccccc3)c2)cs1 (configuration not stated)	i	2%	-12%	-4%	1%[10 µM]	-3%	0%	-7%
c1ccc(CC2CCN(Cc3ccccn3)CC2)cc1	i	0%	0%	2%	·	-1%	10%	-5%
O=C(Nc1ccc(Br)cc1F)C1CCCO1 (configuration not stated)	4%	-5%	-1%	8%	11%[10 µM]	-23%	11%	-5%
CC(=O)Nc1ccc(NS(=O)(=O)c2c(C)nc3sccn3c2=O)cc1	·	0%	5%	-4%	·	-3%	1%	·
Cc1ccc(NC(=O)c2oc3ccc(S(=O)(=O)N4CCC5(CC4)OCCO5)cc3c2C)c(C)c1	·	0%	9%	2%	·	-1%	-7%	·
CCn1c(=O)c(C(=O)NCc2ccc(OC)c(OC)c2)c(O)c2ccccc21	-11%	-1%	-5%	-4%	-26%[10 µM]	-14%	-14%	0%
N#C/C(C(=O)N1CCOCC1)=C1/SC(Cc2ccccc2)C(=O)N1c1ccccc1 (configuration not stated)	-1%	-1%	-10%	-1%	10%	-16%	-11%	-2%
CCCc1cc(C(=O)Nc2cccc(Cl)c2)no1	-4%	-1%	?	-2%	-8%	1%	-14%	28%
COc1cc(C(=O)OC(C)CN2CCOCC2)cc(OC)c1OC (configuration not stated)	-1%&-6%	-1%&0%	-4%&-3%	2%&4%	-3%	7%&7%	-2%&-2%	4%
Cc1cccc(NC(=O)C2CCN(S(=O)(=O)c3cccc4nsnc34)CC2)n1	3%	-1%	0%	-4%	-17%	5%	1%	-6%

One compound at a time (already shown):
CCCc1cc(C(=O)Nc2cccc(Cl)c2)no1 in the list: RECQ1 helicase: -4%; TexasRed fluor: -1%; Tau fibril ThT: ?; Tau FP inhib: -2%; HTT cytoprotect: -8%; TRb-SRC2 inh: 1%; Tau fluor cs: -14%; L3MBTL1 block: 28%
Cc1ccc(C2C3C(=O)N(c4ccc(C)cc4)C(=O)C3N3CCCN23)cc1 (configuration not stated) in the list: RECQ1 helicase: -11%; TexasRed fluor: 0%; Tau fibril ThT: ·; Tau FP inhib: 7%; HTT cytoprotect: -21%[10 µM]; TRb-SRC2 inh: -4%; Tau fluor cs: -13%; L3MBTL1 block: ·

High-throughput results from PubChem.
